RGS4 pot – RGS4 potentiation or activation. HEK293 M3R/inducible RGS4, carbachol calcium flux Fluo4; stronger effect = lower value. B-score at 10 µM. hit rate 0.92% among 310,000. AID 463111;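 active means B-score of the integrated calcium signal more than 4 SD below the library mean, with starting fluorescence not abnormally high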;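 further: negative B-score means reduced calcium response which marks RGS4 activation or potentiation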
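System – HEK293 FlpIn-TREx cells, stable M3R, doxycycline-inducible RGS4 · Reagent – ECmax carbachol challenge · Times – compound preincubation 20 min at room temperature before agonist · Technique – Fluo4 fluorescence kinetic imaging of calcium · Measure – B score of integrated Fluo4 ratio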
TMEM16A act – mouse TMEM16A channel activation, primary screen; B-score at 10 µM; Q8BHY3; HEK293 TMEM16A/YFP-H148Q/I152L, iodide quench fluorescence; stronger effect = lower value; hit rate 0.3% among 340,000;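 active means fluorescence-ratio B-score plate-corrected deviation score at least 3 library SD below zero, with starting fluorescence score within 5 deviations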;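 further: channel opened by trigger with iodide after compound preincubation; score built on the fluorescence ratio of max minus min over baseline; more negative score means more quench and so TMEM16A activation or potentiation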
TMEM16A inh – mouse TMEM16A channel inhibition, primary screen. HEK293 TMEM16A/YFP iodide influx fluorescence, ionomycin. normalized B-score (activity score, 25-100; higher = stronger inhibition) at 10 µM. hit rate 1.2% among 310,000;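 active means ratio plate-corrected score three or more library SD toward inhibition, starting fluorescence score within five deviations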;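 further: score derived from kinetic fluorescence span divided by baseline fluorescence per well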
KCNQ1 act – human KCNQ1 channel potentiation or activation; CHO-K1 KCNQ1, thallium flux FluxOR fluorescence; stronger effect = higher value; B-score at 10 µM; hit rate 0.35% among 310,000; P51787;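 active means fluorescence ratio B-score, a plate-corrected score, at least three library SD, with initial intensity B-score within 5 SD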
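Assay system: stable KCNQ1 CHO-K1 line; medium: assay buffer, equal DMSO in all wells; timing: 90 min dye loading and 20 min compound exposure, both at room temperature; technique: kinetic FluxOR thallium fluorescence, 10-s 1-Hz baseline, 110-s post-stimulus read; read-out basis: B score of baseline-normalized fluorescence ratio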
HDAC3 inhib – inhibitors of human histone deacetylase 3 | O15379 | recombinant HDAC3, fluorogenic peptide/trypsin coupled, fluorescence | inhibition, % at 8.3 µM | hit rate 0.15% among 320,000; in the data active means inhibition above about 26%, passing the limit was not always enough; inconclusive means no clear call, values can overlap the other calls
KCNK3 inh – human KCNK3 channel inhibition, primary screen; B-score at 10 µM; CHO-KCNK3 thallium flux, FluxOR fluorescence; stronger effect = lower value; hit rate 0.84% among 340,000; O14649;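 active means B-score under library mean minus 4 SD, starting fluorescence ratio at most library mean plus 5 SD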;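 further: more negative B-score means stronger inhibition of thallium flux through KCNK3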
KCNK9 inh – inhibitors of human KCNK9 two-pore domain potassium channel; hit rate 1.2% among 310,000; B-score at 10 µM; HEK293 KCNK9, FluxOR thallium flux fluorescence; stronger effect = lower value; AID 488922;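 active means ratio B-score over 3 SD below the library mean, with starting fluorescence within 5 SD of its mean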;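 further: negative B-score means less thallium flux so channel inhibition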
SKKanGAS inh – inhibitors of SKKanGAS S. pyogenes growth in kanamycin (SK-promoter or general growth effect); inhibition, % at 7.5 µM; AID 1662; hit rate 1.3% among 300,000; BacTiter-Glo, 6 h;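 active means mean replicate score, as percent of positive control median, at least 50; inconclusive means mean below 50 but one replicate at or above 50; inactive means mean and every replicate below 50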;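 further: strain carries kanamycin resistance gene driven by streptokinase promoter and grows in 40 µg/ml kanamycin; loss of luminescence reflects streptokinase promoter inhibition or plain growth inhibition; 0% = median of DMSO wells and 100% = positive control at its reference dose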
KCNQ1 inh – blocks the human KCNQ1 potassium channel; P51787; B-score at 10 µM; hit rate 1.3% among 310,000; AID 2642; CHO-K1 KCNQ1, FluxOR thallium flux fluorescence; stronger effect = higher value;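 active means compounds whose thallium flux B-score, printed positive for inhibition, exceeds three library SD while starting fluorescence stays within three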;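 further: channel opened by potassium depolarization with thallium stimulus after 20 min compound exposure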
RGS4 block – inhibitors of human RGS4; hit rate 0.45% among 310,000; P49798; HEK293 M3R/RGS4 inducible, Fluo-4 calcium flux; stronger effect = higher value; triggered by carbachol at its EC20; B-score at 10 µM;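 active means B-score, a plate-corrected calcium signal, over three deviations above library mean, with baseline fluorescence within five deviations of library mean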;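 further: RGS4 expression induced by doxycycline in cells with stable M3 receptor; B-score is computed from the integrated fluorescence ratio over baseline after carbachol; higher B-score means a larger calcium signal and so more RGS4 inhibition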
hERG rescue – shields human hERG channel from block by proarrhythmic agents; hit rate 0.51% among 310,000; CHO-hERG, FluxOR thallium flux, dofetilide IC70 present; activation (rescue from dofetilide block), less the hit threshold, % at 10 µM;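 active means activation above the mean of controls blocked by dofetilide plus 5 SD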;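 further: thallium influx through hERG after potassium depolarization seen as dye fluorescence rise; in these data hits start at about 4.7%; inactives centre near -7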
Target sequence (Q12809 whole entry, looked up): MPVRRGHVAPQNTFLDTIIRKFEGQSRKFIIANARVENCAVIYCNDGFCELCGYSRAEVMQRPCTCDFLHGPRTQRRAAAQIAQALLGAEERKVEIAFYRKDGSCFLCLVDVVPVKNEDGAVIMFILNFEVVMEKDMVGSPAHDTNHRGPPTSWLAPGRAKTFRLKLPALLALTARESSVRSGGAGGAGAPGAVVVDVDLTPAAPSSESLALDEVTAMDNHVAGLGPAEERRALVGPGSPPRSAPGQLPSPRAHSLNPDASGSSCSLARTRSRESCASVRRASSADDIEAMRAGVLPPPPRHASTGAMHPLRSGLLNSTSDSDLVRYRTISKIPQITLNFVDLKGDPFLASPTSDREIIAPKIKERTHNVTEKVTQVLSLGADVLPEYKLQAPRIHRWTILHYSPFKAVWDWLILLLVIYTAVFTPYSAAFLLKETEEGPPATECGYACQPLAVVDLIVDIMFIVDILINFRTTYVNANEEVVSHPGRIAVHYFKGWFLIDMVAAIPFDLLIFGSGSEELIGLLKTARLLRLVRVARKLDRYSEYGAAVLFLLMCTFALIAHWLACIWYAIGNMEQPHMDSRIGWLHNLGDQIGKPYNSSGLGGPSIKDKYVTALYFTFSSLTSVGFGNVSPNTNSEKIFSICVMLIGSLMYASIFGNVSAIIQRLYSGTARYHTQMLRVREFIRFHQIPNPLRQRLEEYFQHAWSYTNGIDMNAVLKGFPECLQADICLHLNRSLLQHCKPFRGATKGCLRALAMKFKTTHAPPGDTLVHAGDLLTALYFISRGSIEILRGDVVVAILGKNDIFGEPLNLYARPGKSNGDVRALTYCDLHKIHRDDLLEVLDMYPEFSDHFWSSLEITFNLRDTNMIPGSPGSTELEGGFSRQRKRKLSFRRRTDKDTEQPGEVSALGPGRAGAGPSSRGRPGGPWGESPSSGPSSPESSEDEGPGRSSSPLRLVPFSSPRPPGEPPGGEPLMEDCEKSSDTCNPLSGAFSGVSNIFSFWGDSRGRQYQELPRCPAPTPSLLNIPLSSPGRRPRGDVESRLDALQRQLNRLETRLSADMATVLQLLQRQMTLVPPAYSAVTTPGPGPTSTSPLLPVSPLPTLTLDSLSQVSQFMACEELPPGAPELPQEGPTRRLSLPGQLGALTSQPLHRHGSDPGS
An asterisk follows results filed as active; i = inactive; ? = inconclusive; . = not tested or not shown.

Every second line gives: RGS4 pot, TMEM16A act, TMEM16A inh, KCNQ1 act, HDAC3 inhib, KCNK3 inh, KCNK9 inh, SKKanGAS inh, KCNQ1 inh, RGS4 block, hERG rescue
[1] Cc1ccc(NC(=O)COC(=O)Cc2ccsc2)cc1S(=O)(=O)N(C)C
→ i, i, i, i, -9.4, i, i, 1.8, i, i, -6.8
[2] Cc1ccc(S(=O)(=O)NCC(=O)N(CC(=O)NCC2CCCO2)c2cccc(F)c2)cc1 (configuration not stated)
→ i, i, i, i, 0.8, i, i, -2.9, i, i, -6.7
[3] CN1CCN(c2ccccc2NC(=O)c2ccc([N+](=O)[O-])o2)CC1
→ i, i, i, i, 6.5, i, i, -1.0, i, i, -8.0
[4] COc1ccc(C(=O)C2CCCN(S(=O)(=O)c3cccnc3)C2)c(C)c1 (configuration not stated)
→ i, i, i, i, -1.7, i, i, -8.3, i, i, -9.3
[5] CCC(OC(=O)CN1C(=O)C(=O)c2ccccc21)C(=O)Nc1ccccc1OC (configuration not stated)
→ i, i, ., i, ., i, i, -1.6, i, i, -10.4
[6] CC(=O)c1ccc(Cc2ccc(C(C)=O)cc2)cc1
→ i, i, i, i, 1.5, i, i, -5.2, i, i, -11.3
[7] Cc1onc(-c2ccccc2)c1C(=O)Oc1cccnc1
→ i, i, i, i, 2.2, i, i, 4.5, i, i, -15.5
[8] Cc1ccc(SCC(=O)NC2CC3CCC(C2)N3C)cc1 (configuration not stated)
→ i, i, i, i, -3.4, i, i, -4.0, i, i, -5.9
[9] CCCCOC(=O)C(C)Nc1n[nH]c(=S)[nH]c1=O (configuration not stated)
→ i, ., i, i, 1.5, ., i, 4.9, i, i, -6.8
[10] O=C(NCCc1ccccc1C(F)(F)F)C1CCC(=O)N(C2CC2)C1 (configuration not stated)
→ i, i, i, i, -2.0, i, i, 11.1, i, i, -8.4
[11] CCn1c(C)nnc1SCC(=O)Nc1ccc(N2CCOCC2)cc1
→ i, i, i, i, -3.6, i, i, -5.2, i, i, -4.0
[12] O=C(CSc1nnnn1-c1ccc(F)cc1)Nc1nc2ccccc2s1
→ i, i, i, i, -0.2, i, i, -18.6, i, i, -1.0
[13] CCOC(=O)c1c(CC(C)C)csc1NC(=O)c1ccccc1C(=O)O
→ i, i, i, i, -9.6, i, i, -1.8, i, i, -7.3
[14] CCc1ccc(C(=O)CN2C(=O)C(C)N(c3ccc(C)cc3)C2=O)cc1 (configuration not stated)
→ i, i, i, i, -4.4, i, i, -9.0, i, i, -7.0
[15] COc1ccc(C2c3c(ccc4ccccc34)Oc3ncn4nc(-c5ccco5)nc4c32)cc1 (configuration not stated)
→ i, i, i, i, 0.9, i, i, 16.3, i, i, -8.6
[16] CCOP(=O)(OCC)C(Nc1ccccc1)c1cccnc1 (configuration not stated)
→ i, i, i, i, -3.4, i, i, -3.7, i, i, -4.0
[17] O=C(NC(=S)N1CCOCC1)c1ccc([N+](=O)[O-])cc1
→ i, i, i, i, -1.2, i, i, 0.0, i, i, -3.4
[18] Cc1ccc(C)c(OC(=O)CN2C(=O)c3ccccc3C2=O)c1
→ i, i, i, i, 6.8, i, i, 2.2, i, i, -0.3
[19] Cc1ccc(-c2cc(C(=O)N3CCCC3)c3ccccc3n2)s1
→ i, i, i, i, ., i, i, -0.8, i, i, -12.5
[20] Cc1sc2ncnc(NCCN3CCOCC3)c2c1C
→ i, i, i, i, -1.3, i, i, 8.1, i, i, -4.0
[21] C=CCC(=O)NC1CC(C)(C)Cc2c1cnn2-c1ccc(C)cc1 (configuration not stated)
→ i, i, i, i, 0.1, i, i, 1.4, i, i, -7.3
[22] Cc1ccccc1N1CCN(Cc2ccc([N+](=O)[O-])o2)CC1
→ i, i, i, i, -2.2, i, i, 2.3, i, i, -7.1
[23] O=C1C=C(NCc2ccccc2)C2(CCCCC2)O1
→ i, i, i, i, 5.1, i, i, 5.9, i, i, -11.0
[24] CCN(CC(=O)Nc1ccc(NC(C)=O)cc1)C(=O)C1CC(=O)N(CCc2ccc(OC)c(OC)c2)C1 (configuration not stated)
→ i, i, i, i, -1.6, i, i, -1.1, i, i, -14.9
[25] Cc1cccc2cc(/C=N/Nc3ccc(C(=O)O)cc3)c(Cl)nc12
→ i, i, i, i, -3.4, i, i, -3.7, i, i, -7.8
[26] Cc1ccnc(NC(=O)Cn2ccc([N+](=O)[O-])n2)c1
→ i, i, i, i, -1.3, i, i, 0.4, i, i, -1.0
[27] O=C1Nc2ccccc2C(O)(C(=O)N2CCCCC2)N1c1ccccc1 (configuration not stated)
→ i, i, i, i, 7.8, i, i, -0.8, i, i, -2.5
[28] Cc1ccc(/C=N/Nc2cc(C)nc(N3CCOCC3)n2)cc1
→ i, i, i, i, -3.5, i, i, -2.4, i, i, -8.6
[29] Cc1ccc(CN2CCN(/N=C\c3cccc([N+](=O)[O-])c3)CC2)cc1
→ i, i, i, i, 3.0, i, i, 1.3, i, i, -3.8
[30] COC(=O)c1ccc(CSc2ccc3nnc(-c4ccc(OC)c(OC)c4)n3n2)o1
→ i, i, i, i, 5.2, i, i, 3.1, i, i, -10.6
[31] CCCn1nnnc1NCc1cccc(OC)c1
→ i, i, i, i, 11.9, i, i, -3.3, i, i, 0.4
[32] Cc1cccc(N2CCN(C(=O)c3nn(C)c4c3CS(=O)(=O)c3ccccc3-4)CC2)c1C
→ i, i, i, i, 3.4, i, i, -3.8, i, i, -9.5
[33] CC(/C=N/NC(=O)c1ccncc1)=C\c1ccc(C(C)C)cc1
→ i, i, i, i, -2.4, i, i, -0.1, i, i, -10.0
[34] c1ccc(NC2=NCCN2CCC2CCCCC2)cc1
→ i, i, i, i, -3.4, i, i, 3.1, i, i, -3.1
[35] Cc1cc(C)n2nc(C(=O)NCc3ccco3)nc2n1
→ i, i, i, i, -11.2, i, i, -3.9, i, i, -6.9
[36] COc1cccc(CNS(=O)(=O)c2cc(CN3C(=O)c4cccnc4C3=O)ccc2OC)c1
→ i, i, i, i, 3.1, i, i, -1.1, i, i, -8.6
[37] CS(=O)(=O)N1CCCC(C(=O)Nc2ccc3c(c2)OCCO3)C1 (configuration not stated)
→ i, i, i, i, ?, i, i, 1.5, i, i, -10.1
[38] O=C(NCc1ccccc1Cl)c1cc(C(=O)C2CC2)c[nH]1
→ i, i, i, i, 1.4, i, i, -3.6, i, i, -5.8
[39] O=C(NCC1CCCO1)C1CCCN(S(=O)(=O)c2cccc3nsnc23)C1 (configuration not stated)
→ i, i, i, i, 4.0, i, i, 4.9, i, i, -11.8
[40] COc1ccc(/C=C/S(=O)(=O)NCc2ccccc2)cc1OC
→ i, i, i, i, -4.6, i, i, -2.8, i, i, -5.0
[41] CC(C)(C)c1cc(CCC(=O)N2CCNCC2)c(C(C)(C)C)cc1O
→ i, i, i, i, 13.6, i, i, -12.5, i, i, -15.9
[42] NS(=O)(=O)c1ccc(CCNC(=O)CNC(=O)c2ccccc2Br)cc1
→ i, i, i, i, 11.7, i, i, 1.6, i, i, -10.0
[43] Fc1ccc(NC(=S)Nc2ccc(Cl)cc2)cc1
→ i, i, i, i, -7.8, i, i, 8.9, i, i, -16.0
[44] COc1cc(NS(=O)(=O)c2cccc3nsnc23)c(C(=O)O)cc1OC
→ i, i, ., i, ., i, i, 0.8, i, i, -6.9
[45] Cc1ccc(NC(=S)N(Cc2cccc(Br)c2)CC2CCC(C(=O)O)CC2)cc1 (configuration not stated)
→ i, i, i, i, 2.5, i, i, -13.1, i, i, -14.1
[46] CCN(Cc1ccccc1)C(=O)CSc1ccccc1C(=O)O
→ i, i, i, i, 3.6, i, i, 21.4, i, i, -8.3
[47] O=C(c1cnccn1)N1CCc2ccccc2C1
→ i, i, i, i, -5.8, i, i, -3.5, i, i, -10.2
[48] COCC(=O)N(CCc1ccc(OC)c(OC)c1)Cc1cc2cc(C)ccc2nc1Cl
→ i, i, i, i, ?, i, i, -14.2, i, i, -5.4
[49] Nc1cc(C(=O)OCC(=O)NCc2ccc(F)cc2)ccc1Cl
→ i, i, i, i, -1.2, i, i, 4.2, i, i, -5.7
[50] O=C(O)c1ccc(NNC(=S)Nc2cc(C(F)(F)F)ccc2Cl)cc1
→ i, i, i, i, 5.3, i, i, 4.4, i, i, -10.3
[51] Cc1cc(C)c(NC(=O)CNC(=O)COC(=O)/C=C/c2cccs2)c(C)c1
→ i, i, i, i, 6.1, i, i, -6.7, i, i, -16.3
[52] Cc1c(C)n(CCO)c2ncnc(Nc3ccc(F)cc3)c12
→ i, i, i, i, -0.6, i, i, -4.6, i, i, -2.2
[53] O=C(NCc1ccccc1)C(c1cccnc1)N(C(=O)c1ccccn1)c1ccc(F)cc1 (configuration not stated)
→ i, i, i, i, -2.0, i, i, -1.2, i, i, -6.8
[54] CC(Sc1nnc(C2CCCCC2)n1N)C(=O)NCc1ccc2c(c1)OCO2 (configuration not stated)
→ i, i, i, i, -3.6, i, i, -1.7, i, i, -3.7
[55] O=C(O)C(CC1CCCCC1)N1CCS(=O)(=O)CC1 (configuration not stated)
→ i, i, i, i, 4.0, i, i, -0.9, i, i, -4.1
[56] N#Cc1c(NCCCO)nc(NCc2ccccc2)c2c1CCN(Cc1ccccc1)C2
→ i, i, i, i, -3.2, i, i, 2.2, i, i, -36.7
[57] CCN(CC)CCn1c(=N)n(CCOc2ccccc2)c2ccccc21
→ i, i, i, i, 2.2, i, i, -4.4, i, i, -8.4
[58] Cc1c(NC(=O)c2cc(-c3cccs3)on2)c(=O)n(-c2ccccc2)n1C
→ i, i, i, i, -0.5, i, i, 3.4, i, i, -6.6
[59] CO/N=C(/CS(=O)(=O)c1ccc(Br)cc1)c1ccc(OC)cc1
→ i, i, i, i, -1.7, i, i, -1.5, i, i, -14.5
[60] CCc1cccc2c1NC(=O)C21N2CCCC2C(C(=O)c2ccc3ccccc3c2)C12C(=O)Nc1ccccc12 (configuration not stated)
→ i, i, i, i, -3.3, i, i, 13.4, i, i, -3.4
[61] CCC1=C(OC(=O)N(CC)CC)N2C(=O)OC(=NCc3ccccc3)[C@]2(C)[C@H]2C1=CC[C@H]1C(=O)NC(=O)[C@H]12
→ i, i, i, i, 0.4, i, i, 1.0, i, i, -8.8
[62] O=C(Nc1ccc(NC(=O)c2ccc([N+](=O)[O-])cc2[N+](=O)[O-])cc1)c1ccco1
→ i, i, i, i, -1.5, i, i, -1.1, i, i, -7.9
[63] CCN(CC)S(=O)(=O)c1cccc(NC(=O)c2ccc(Br)cc2)c1
→ i, i, i, i, 3.3, i, i, -1.5, i, i, -10.1
